Compound activity: PubChem, Broad Institute
TcdB GH inh: blocks C. difficile toxin B glycohydrolase activity; P18177; TcdB glycohydrolase enzymatic assay, plate reader; inhibition, % at 9.99 µM; actives 0.24% (n = 350,000); AID 652162; in the data active = inhibition above about 10%
Target sequence (P18177 whole entry, looked up): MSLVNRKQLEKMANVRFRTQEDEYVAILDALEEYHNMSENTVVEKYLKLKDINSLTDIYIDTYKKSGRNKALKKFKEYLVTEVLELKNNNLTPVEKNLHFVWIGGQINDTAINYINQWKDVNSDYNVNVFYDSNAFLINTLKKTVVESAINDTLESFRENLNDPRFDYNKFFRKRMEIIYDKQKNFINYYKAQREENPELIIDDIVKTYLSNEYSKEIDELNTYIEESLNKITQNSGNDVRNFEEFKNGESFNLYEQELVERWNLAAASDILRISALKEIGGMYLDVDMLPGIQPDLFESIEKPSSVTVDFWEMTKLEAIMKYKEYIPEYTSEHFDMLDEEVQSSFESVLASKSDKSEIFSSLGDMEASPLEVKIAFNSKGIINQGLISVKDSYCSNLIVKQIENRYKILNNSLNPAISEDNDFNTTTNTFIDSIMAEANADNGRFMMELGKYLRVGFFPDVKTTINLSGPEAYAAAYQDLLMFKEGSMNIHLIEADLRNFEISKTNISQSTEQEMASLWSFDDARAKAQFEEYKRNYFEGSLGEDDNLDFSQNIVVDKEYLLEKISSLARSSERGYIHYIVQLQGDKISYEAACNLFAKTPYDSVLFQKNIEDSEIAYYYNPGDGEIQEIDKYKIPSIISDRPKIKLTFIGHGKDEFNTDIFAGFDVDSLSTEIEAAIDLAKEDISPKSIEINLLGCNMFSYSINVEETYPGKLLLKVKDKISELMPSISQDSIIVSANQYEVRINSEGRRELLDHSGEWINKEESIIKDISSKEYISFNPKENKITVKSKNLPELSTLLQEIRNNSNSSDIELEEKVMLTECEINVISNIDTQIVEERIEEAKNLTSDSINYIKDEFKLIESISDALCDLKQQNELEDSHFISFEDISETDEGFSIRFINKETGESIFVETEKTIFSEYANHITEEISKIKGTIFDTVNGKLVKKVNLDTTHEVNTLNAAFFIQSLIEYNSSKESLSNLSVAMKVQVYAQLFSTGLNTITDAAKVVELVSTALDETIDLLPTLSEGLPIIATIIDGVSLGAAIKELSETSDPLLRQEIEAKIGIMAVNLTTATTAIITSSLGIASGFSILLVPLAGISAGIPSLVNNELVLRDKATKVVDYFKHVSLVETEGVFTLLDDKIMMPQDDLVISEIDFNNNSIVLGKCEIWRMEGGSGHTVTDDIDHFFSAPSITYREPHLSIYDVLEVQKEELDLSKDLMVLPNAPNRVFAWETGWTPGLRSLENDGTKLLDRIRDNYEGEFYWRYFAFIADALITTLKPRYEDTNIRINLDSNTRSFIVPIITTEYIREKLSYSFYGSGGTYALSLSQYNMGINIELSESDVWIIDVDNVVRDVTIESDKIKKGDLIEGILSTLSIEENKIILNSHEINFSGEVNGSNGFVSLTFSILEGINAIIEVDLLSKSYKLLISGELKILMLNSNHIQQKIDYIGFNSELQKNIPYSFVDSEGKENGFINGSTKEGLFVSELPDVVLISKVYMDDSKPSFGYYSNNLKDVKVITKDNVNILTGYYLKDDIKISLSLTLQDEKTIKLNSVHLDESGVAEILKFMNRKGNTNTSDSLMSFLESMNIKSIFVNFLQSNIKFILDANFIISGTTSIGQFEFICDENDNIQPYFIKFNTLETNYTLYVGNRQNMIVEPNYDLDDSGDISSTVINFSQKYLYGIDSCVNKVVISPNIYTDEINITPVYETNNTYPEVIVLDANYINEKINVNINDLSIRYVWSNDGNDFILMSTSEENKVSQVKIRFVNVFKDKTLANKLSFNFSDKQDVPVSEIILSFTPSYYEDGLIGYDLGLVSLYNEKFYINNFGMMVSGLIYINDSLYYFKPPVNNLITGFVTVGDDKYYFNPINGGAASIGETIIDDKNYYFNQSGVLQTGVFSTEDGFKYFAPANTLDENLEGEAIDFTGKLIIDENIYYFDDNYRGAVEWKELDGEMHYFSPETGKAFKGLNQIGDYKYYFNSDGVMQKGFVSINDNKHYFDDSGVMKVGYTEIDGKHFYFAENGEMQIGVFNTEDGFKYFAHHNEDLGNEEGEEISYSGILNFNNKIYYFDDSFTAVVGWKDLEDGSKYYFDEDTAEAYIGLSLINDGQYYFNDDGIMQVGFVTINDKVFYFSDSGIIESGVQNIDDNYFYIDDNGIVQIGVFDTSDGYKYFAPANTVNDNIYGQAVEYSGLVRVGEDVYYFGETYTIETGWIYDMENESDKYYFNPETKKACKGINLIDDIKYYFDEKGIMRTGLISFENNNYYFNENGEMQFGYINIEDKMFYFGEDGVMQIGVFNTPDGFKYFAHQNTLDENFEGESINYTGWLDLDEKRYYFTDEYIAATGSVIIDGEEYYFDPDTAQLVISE
* marks the source's active call; other numbers are inactive results; & = joins results of further samples. The list is partial, so the mix of outcomes need not match the whole.

SMILES	TcdB GH inh
O=C(C[C@@H]1CC[C@@H](NS(=O)(=O)c2ccccc2)[C@H](CO)O1)N1CCC(Cc2ccccc2)CC1	0.5
COc1ccc2c3c([nH]c2c1)[C@H](CO)N(C(=O)c1ccccn1)CC31CN(C(=O)C2CC2)C1	0.0
O=C(NCC1CC1)[C@H]1[C@H](CO)[C@H]2Cn3c(cccc3=O)[C@H]2N1Cc1cccc(F)c1	0.5
COC(=O)c1ccc(CN2C(=O)[C@]3(OCCC=C[C@H]3C)c3ccccc32)cc1	2.2
N#Cc1cccc(-c2ccc3c(c2)[C@H]2[C@H](CCN2S(=O)(=O)c2ccccc2)[C@H](CO)N3)c1	-0.5
O=C(NC1CCCCC1)N1CC(=O)N2[C@H](CO)[C@@H](c3ccc(-c4ccccc4)cc3)[C@H]2C1	1.2
C[C@@H]1CN([C@@H](C)CO)C(=O)c2cc(NC(=O)c3ccncc3)ccc2O[C@@H]1CN(C)Cc1ccc(C(=O)Nc2ccccc2N)cc1	-0.2
C[C@H](CO)N1C[C@H](C)[C@H](CN(C)Cc2ccc(-c3ccccc3)cc2)Oc2ccc(NC(=O)CCCCCC(=O)Nc3ccccc3N)cc2C1=O	1.0
COc1ccc2c3c([nH]c2c1)[C@H](CO)N(S(C)(=O)=O)CC31CCN(CC2CCOCC2)CC1	-5.7
CCC(=O)N1[C@H](C(=O)N2CCCCC2)[C@@H](CO)[C@@H]2Cn3c(ccc(-c4cccc(F)c4)c3=O)[C@@H]21	-1.4
CCCN(C)C[C@@H]1Oc2ncc(C#Cc3cccc(OC)c3)cc2C(=O)N([C@H](C)CO)C[C@@H]1C	1.4
CC(C)(C)n1nc(C2CC2)c(Br)c1NC(=O)c1ccccc1Cl	-3.4
Cc1cccc(-c2ccccc2[C@H]2[C@@H](C#N)N(c3ncc(-c4ccccc4)s3)[C@H]2CO)c1	-1.1
COC(=O)C1=C(C)N(Cc2ccc(C(F)(F)F)cc2)C(=NCC2CC2)NC1c1ccccc1 (centres undefined)	0.6
COc1cccc(-c2ccc([C@H]3[C@H](CO)N4C(=O)CN(C(=O)CN5CCOCC5)C[C@@H]34)cc2)c1	0.2
COc1ccc(CN(C)C[C@H]2Oc3ccc(NS(=O)(=O)c4ccc(Cl)cc4)cc3CC(=O)N([C@H](C)CO)C[C@@H]2C)cc1	-0.1
O=C(C1CCCC1)N1CC2(C1)[C@@H](c1ccccc1)[C@@H](CO)N2C(=O)NC1CCCC1	-1.7
CC(C)C[C@H](NC(=O)c1ccccc1)C(=O)N1CCC[C@H]1C(=O)NCc1ccccc1	0.7
C[C@@H]1CN([C@@H](C)CO)C(=O)CCCn2cc(nn2)CO[C@@H]1CN(C)Cc1ccc(C(=O)O)cc1	0.2
COc1ccc(CN(C)C[C@H]2Oc3ccc(NS(=O)(=O)c4c(C)noc4C)cc3CC(=O)N([C@@H](C)CO)C[C@H]2C)cc1	0.7
CO[C@@H]1CN(C)C(=O)c2ccc(NC(=O)c3cnccn3)cc2OC[C@@H](C)N(CC2CC2)C[C@@H]1C	0.6
COP(=O)(OC)OC(C(=O)c1ccccc1)c1ccccc1 (centres undefined)	-0.3
O=C(C[C@@H]1C=C[C@H](NC(=O)CN2CCOCC2)[C@H](CO)O1)NCCc1ccncc1	0.6
O=C1Nc2ccccc2-n2nnnc2C1N1CCN(c2ccc(C(F)(F)F)cc2[N+](=O)[O-])CC1 (centres undefined)	2.4
COc1ccccc1NS(=O)(=O)c1cc(C(=O)NC2CCN(Cc3ccccc3)CC2)ccc1C	0.4
COc1ccc2c3c([nH]c2c1)[C@H](CO)N(C(=O)C1CCCCC1)CC31CCN(C(=O)c2ccncc2)CC1	0.2
CCC(=O)N1CC2(CN(C(=O)Nc3c(C)noc3C)C2)c2c([nH]c3cc(OC)ccc23)[C@H]1CO	0.5
C/C=C/c1ccccc1[C@@H]1[C@@H](C#N)N(C(=O)c2cccnc2)[C@H]1CO	0.1
CCCNC(=O)N1[C@@H](CO)[C@@H](c2ccccc2)C12CN(C(=O)CC1CC1)C2	0.2
O=C(C(=O)N1CCN(c2ccccc2F)CC1)c1ccccc1	0.0

By substructure: the entries above containing an aryl methoxy group.
SMILES	TcdB GH inh
COc1ccc2c3c([nH]c2c1)[C@H](CO)N(C(=O)c1ccccn1)CC31CN(C(=O)C2CC2)C1	0.0
COc1ccc2c3c([nH]c2c1)[C@H](CO)N(S(C)(=O)=O)CC31CCN(CC2CCOCC2)CC1	-5.7
CCCN(C)C[C@@H]1Oc2ncc(C#Cc3cccc(OC)c3)cc2C(=O)N([C@H](C)CO)C[C@@H]1C	1.4
COc1cccc(-c2ccc([C@H]3[C@H](CO)N4C(=O)CN(C(=O)CN5CCOCC5)C[C@@H]34)cc2)c1	0.2
COc1ccc(CN(C)C[C@H]2Oc3ccc(NS(=O)(=O)c4ccc(Cl)cc4)cc3CC(=O)N([C@H](C)CO)C[C@@H]2C)cc1	-0.1
COc1ccc(CN(C)C[C@H]2Oc3ccc(NS(=O)(=O)c4c(C)noc4C)cc3CC(=O)N([C@@H](C)CO)C[C@H]2C)cc1	0.7
COc1ccccc1NS(=O)(=O)c1cc(C(=O)NC2CCN(Cc3ccccc3)CC2)ccc1C	0.4
COc1ccc2c3c([nH]c2c1)[C@H](CO)N(C(=O)C1CCCCC1)CC31CCN(C(=O)c2ccncc2)CC1	0.2
CCC(=O)N1CC2(CN(C(=O)Nc3c(C)noc3C)C2)c2c([nH]c3cc(OC)ccc23)[C@H]1CO	0.5

(more compounds)
SMILES	TcdB GH inh
COC(=O)[C@]12C[C@H](CC(=O)NCc3ccccc3)C(=O)N(Cc3ccccc3)C1=C[C@H](C(C)C)O[C@@H]2C1CC1	-1.0
C[C@@H]1CN([C@H](C)CO)C(=O)c2c(c3ccccc3n2C)-c2ccccc2CO[C@H]1CN(C)Cc1cccc(O)c1	0.8
COc1ccccc1S(=O)(=O)N[C@@H]1CC[C@H](CC(=O)NCc2cc(F)cc(F)c2)O[C@@H]1CO	-0.7
O=[N+]([O-])c1ccc2c(c1)N([O-])C1(CCCCC1)[N+]2=O	0.5
CC1(C)OC(=O)C2=C(CC(CCc3ccccc3)OC2CCc2ccccc2)O1 (centres undefined)	0.4
COc1ccc2c3c([nH]c2c1)[C@H](CO)N(C(=O)C1CCCCC1)CC31CN(C(=O)NC(C)C)C1	0.5
CCOC(=O)N[C@@H](Cc1cccnc1)C(=O)N1CCC[C@H]1C(=O)NC1CCCC1	0.7
COc1ccc(-c2c(C(=O)c3ccccc3)[nH]c(N)c2C(N)=O)cc1OC	-0.8
COc1ccc(CN2C(=O)c3ccccc3C2c2nnnn2-c2c(C)cccc2C)cc1OC (centres undefined)	2.2
O=S(=O)(c1cccc(F)c1)N1[C@@H]2CNC[C@H]1C2c1ccc(-c2cccnc2)cc1 (some centres undefined)	-0.1&-0.2
C[C@@H]1CN([C@H](C)CO)C(=O)CCCn2cc(nn2)CO[C@@H]1CN(C)S(=O)(=O)c1ccc2ccccc2c1	-1.8
COC(=O)C1=C(C)N(CC(C)C)C(=S)NC1c1cccc(OC)c1 (centres undefined)	2.2
CC(C)n1nnnc1C1c2ccccc2C(=O)N1Cc1cccs1 (centres undefined)	-0.6
COCC(=O)N1CC2(CCN(Cc3ccccc3)CC2)c2c(n(C)c3cc(OC)ccc23)[C@H]1CO	-1.4
C[C@H]1CN([C@@H](C)CO)C(=O)c2ccccc2-c2ccccc2CO[C@H]1CN(C)Cc1ccc(Cl)c(Cl)c1	1.0
COc1cccc(-c2ccc3c(c2)[C@@H]2C[C@H]4[C@@H](CN2CC3)[C@H](C)ON4C)c1	0.4
CCCCc1c(-c2ccc(F)cc2)ncn1CCc1ccccc1OC	-1.4
COCC(=O)N1CC2(C1)[C@@H](c1ccccc1)[C@H](CO)N2C(=O)c1cccnc1	0.6
COc1cccc(NC(=O)N2CC(=O)N3[C@H](CO)[C@H](c4ccc(C#CCC5CCCC5)cc4)[C@@H]3C2)c1	-2.1
COc1ccc2c3c([nH]c2c1)[C@H](CO)N(Cc1ccc(Cl)cc1)CC31CCN(Cc2nccs2)CC1	-0.8
CN(C)C(=O)c1cccc(-c2ccc3c(c2)[C@@H]2[C@@H](CCN2C(=O)C2CCOCC2)[C@H](CO)N3)c1	-0.4
COc1cccc(-c2ccc(C3[C@@H]4CN(C(=O)c5ccc(F)cc5)C[C@H]3N4)cc2)c1 (some centres undefined)	2.0
O=C(c1cccnc1)N1CC(=O)N2[C@@H](CO)[C@@H](c3ccc(/C=C/c4ccccc4)cc3)[C@@H]2C1	-0.3
C[C@@H]1CN([C@H](C)CO)C(=O)c2c(c3ccccc3n2C)-c2ccccc2CO[C@@H]1CN(C)Cc1cccc2c1OCCCO2	0.3
COC(=O)[C@]12C[C@H](CC(=O)NCCC(C)C)C(=O)N(Cc3ccc4c(c3)OCO4)C1=C[C@H](COCc1ccccc1)O[C@@H]2C	-0.6
C=CCCN1[C@@H](Cc2ccccc2)COc2ccccc2S1(=O)=O	0.8
COCC#Cc1ccc(CC[C@H]2O[C@H]3CC[C@H](CO)O[C@H]3C[C@@H]2n2cc(C3CC3)nn2)cc1	0.1
CC(C)C#Cc1ccc([C@@H]2[C@H](CO)N3C(=O)CN(C(=O)c4ccccn4)C[C@@H]23)cc1	1.0
CC(C)(C)S(=O)N1Cc2cc(C(=O)NCc3ccc4c(c3)OCO4)nc(-c3cccc(C#CCC4CCCC4)c3)c2[C@H]1CCO (some centres undefined)	0.9
COc1cccc(CN2[C@H](CO)[C@H](c3ccccc3)C23CN(C(=O)C2CCCC2)C3)c1	2.2
O=C(Cc1ccccn1)N1CC(=O)N2[C@H](CO)[C@H](c3ccc(-c4ccc(F)cc4)cc3)[C@@H]2C1	-0.5
O=C(C1CCC1)N1CC(=O)N2[C@H](CO)[C@@H](c3ccc(-c4ccccc4F)cc3)[C@@H]2C1	1.2
COC(=O)C1=C(C)N(Cc2ccccc2C(F)(F)F)C(=NCc2ccc(OC)cc2)NC1c1ccc(F)cc1 (centres undefined)	1.0
Cc1ccc(S(=O)(=O)Nc2ccc3c(c2)C(=O)N([C@@H](C)CO)C[C@@H](C)[C@H](CN(C)Cc2ccc(C(=O)Nc4ccccc4N)cc2)O3)cc1	0.3
O=C(NCc1ccccc1)[C@H]1CCCN1C(=O)[C@H]1CCCN1C(=O)c1ccccc1	0.3
O=C(Cc1ccccc1)N1CC(=O)N2[C@H](C1)[C@H](c1ccc(-c3cccc(F)c3)cc1)[C@@H]2CO	-0.4
Fc1ccc(-c2nc3c(Cl)cc(C(F)(F)F)cn3c2Cc2cccc(Cl)c2)cc1	2.6
CN(C)C(=O)C[C@H]1CC[C@@H]2[C@@H](COc3ccc(NC(=O)C4CCCC4)cc3C(=O)N2C)O1	2.7
O=C(Nc1ccc(F)cc1)C(c1cccc(F)c1)N1CCN(c2ccncc2)CC1 (centres undefined)	0.2
Cc1cccc(C)c1-n1nnnc1C1(C)CCC(=O)N1Cc1cccnc1 (centres undefined)	0.6
O=C(c1cccnc1)N1CC(=O)N2[C@@H](CO)[C@H](c3ccc(C#CCC4CCCC4)cc3)[C@@H]2C1	1.2
C=CCN=C1NC(c2cccc(C(F)(F)F)c2)C(C(=O)OC)=C(C)N1Cc1ccccc1C(F)(F)F (centres undefined)	0.9
COc1cccc(-c2ccc([C@@H]3[C@H]4CNCC(=O)N4[C@H]3CO)cc2)c1	-0.3
CCOC(=O)[C@]12CCCC=C1N(Cc1cccc3ccccc13)C(=O)[C@H](CC(=O)N1CCC(c3ccccc3)CC1)C2	0.1
CN1CCC(N2CCN(C3CN(Cc4cn(Cc5ccc(F)cc5)nn4)S(=O)(=O)C3)CC2)CC1 (centres undefined)	1.2
CO[C@H]1CN(C)C(=O)c2ccc(NC(C)=O)cc2OC[C@H](C)N(CC2CCCCC2)C[C@@H]1C	-0.6
COc1cccc(NC(=O)N2CC(=O)N3[C@@H](CO)[C@H](c4ccc(C#CCC5CCCC5)cc4)[C@@H]3C2)c1	-0.4
Nc1nc2ccc(Cl)cc2cc1C(=O)NCCc1ccc(Cl)cc1Cl	1.1
O=C(C[C@H]1CC[C@H](NS(=O)(=O)c2ccccc2)[C@H](CO)O1)N1CCC(Cc2ccccc2)CC1	-0.7
O=C(Nc1ccc(F)cc1)N1CC(=O)N2[C@H](CO)[C@H](c3ccc(Br)cc3)[C@@H]2C1	0.8

(next part)
SMILES	TcdB GH inh
COCC#Cc1ccc([C@@H]2[C@@H](CO)N3C(=O)CN(C(=O)C4CC4)C[C@@H]23)cc1	-0.1
CCCCn1nnnc1C(c1cc2ccccc2o1)N(C)Cc1ccccc1 (centres undefined)	0.8
Cc1ccc2nc(-c3ccc(F)cc3)c(CC3CCCCC3)n2c1	1.0
COc1ccc2c3c([nH]c2c1)[C@H](CO)N(C(=O)C1CCCC1)CC31CCN(C(=O)c2ccncc2)CC1	-0.2
COC(=O)[C@]12C[C@H](CC(=O)NCc3cccc(C(F)(F)F)c3)C(=O)N(CCC3=CCCCC3)C1=C[C@H](COCc1ccccc1)O[C@@H]2C	0.0
COc1ccc(-c2ccc([C@@H]3[C@@H](CO)N4C(=O)CN(C(=O)C5CCC5)C[C@@H]34)cc2)cc1	-0.5
CC1C(O)=C(c2ccccc2)P(=O)(Cc2ccccc2)C1C (centres undefined)	-0.9
O=C(c1ccccc1)N1CC2(C1)[C@@H](c1ccccc1)[C@H](CO)N2CC1CC1	-0.5
C[C@@H]1CN([C@H](C)CO)C(=O)Cc2cc(NC(=O)Nc3ccc(C(F)(F)F)cc3)ccc2O[C@H]1CN(C)S(=O)(=O)c1ccccc1	0.9
O=C(Nc1cccc(F)c1)N1CC(=O)N2[C@@H](CO)[C@@H](c3ccc(C#CCC4CCCC4)cc3)[C@@H]2C1	-8.3
O=C(NCCN1CCC(n2c(=O)[nH]c3ccccc32)CC1)c1ccc(Cl)cc1Cl	3.0
CC=Cc1ccc2n(c1=O)C[C@H]1[C@H](CO)[C@@H](C(=O)NCc3ccccc3)[C@@H]2N1Cc1ccccc1OC (mixture of isomers)	0.7
